# AT treatment: qHTS Assay for Identifying a Potential Treatment of Ataxia-Telangiectasia; […] A-T fibroblasts, KAP-1 phosphorylation AlphaLISA; neocarzinostatin DNA damage 30 min before lysis; Potency, µM (doses to about 57.5 µM), for inactives: top-dose activation, hits mostly activators; 320,000 tested, 0.19% active; AID 485349, 2010; note: potency is the fitted concentration of half-maximal effect; % of control where 0% means no effect; nearly all actives have a fitted effect of over 45% in size
#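 hTERT-immortalized A-T patient fibroblasts ([…]), 500 cells/well in OPTI-MEM, 1% FBS, got compounds for 60 min, then NCS for 30 min at 37C. Lysates were then assayed for phospho-KAP-1 by AlphaLISA (anti-pKAP1 donor, anti-KAP1 acceptor beads), 6 hr at 25C.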
# Menin-MLL TR inh: qHTS Assay for Inhibitors Targeting the Menin-MLL Interaction in MLL Related Leukemias: Competition With Texas Red Labeled MLL-derived Mutant Peptide; Menin + Texas Red MLL mutant peptide, fluorescence polarization; Potency, µM (series often up to 61.6 µM), for the others: at the top dose FP activity change, negative = inhibition, hits mostly inhibitors; 270,000 tested, 0.23% active; O00255; active = well fitted inhibition curve with a large enough effect in the polarisation, with a control signal flat, not every such curve was filed as active; inconclusive = small, poorly fitted or top-dose-only effect, or effect the other way, or a change in a side signal; inactive = no such curve, though single readings can be large or run the other way; the % refers to the polarisation; note: potency is the fitted concentration of half-maximal effect; % of control where 0% means no effect; many of its hits are not listed in these tables
# Target sequence (O00255 whole entry, looked up): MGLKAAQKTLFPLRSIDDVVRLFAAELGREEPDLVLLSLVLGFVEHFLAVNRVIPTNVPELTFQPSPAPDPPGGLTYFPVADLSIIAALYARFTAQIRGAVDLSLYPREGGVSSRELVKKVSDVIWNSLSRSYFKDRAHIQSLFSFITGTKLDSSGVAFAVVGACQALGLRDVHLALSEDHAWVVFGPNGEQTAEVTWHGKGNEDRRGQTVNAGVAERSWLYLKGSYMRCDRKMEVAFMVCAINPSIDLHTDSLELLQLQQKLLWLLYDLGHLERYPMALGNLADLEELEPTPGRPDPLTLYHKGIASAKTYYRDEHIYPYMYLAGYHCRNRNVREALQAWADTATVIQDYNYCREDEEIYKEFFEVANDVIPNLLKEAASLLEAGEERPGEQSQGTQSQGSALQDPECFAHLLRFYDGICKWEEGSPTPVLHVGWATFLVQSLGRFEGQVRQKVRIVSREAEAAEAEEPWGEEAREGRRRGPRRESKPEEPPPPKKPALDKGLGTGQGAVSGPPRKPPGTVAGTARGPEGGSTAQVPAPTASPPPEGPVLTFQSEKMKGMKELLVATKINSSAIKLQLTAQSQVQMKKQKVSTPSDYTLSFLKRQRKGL
# Integrin act MD: qHTS for Activators of Integrin-Mediated Alleviation for Muscular Dystrophy | alpha7betagal myoblasts, beta-gal FDG fluorescence, 48 h | Potency, µM (highest dose often 38.3 µM), for the others: top-dose activation, most hits filed as activators | 350,000 tested, 0.064% active | AID 624291, 2012;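 note: potency is the fitted concentration of half-maximal effect; 100% = response of the positive control SU9516; nearly all actives have a fitted effect of over 60% in size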
#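 alpha7betagal+/- myoblasts (passage 13, 250/well) treated 48 h at 37C with compounds at 1:260 dilution of DMSO stock. Lysed, then beta-galactosidase activity read as FDG fluorescence (ex 480/em 540) after 30 min, with pre-read for autofluorescence.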
# S-ASM inh: Inhibitors of Secretory Acid Sphingomyelinase (S-ASM): qHTS; Sphingomyelin phosphodiesterase (Homo sapiens), P17405; placental ASM, HMU-PC fluorogenic substrate, 60 min; 340,000 tested, 0.006% active; Potency, µM (doses to about 57.5 µM), for inactives: at the top dose activity change, negative = inhibition, most hits filed as inhibitors; note: potency is the fitted concentration of half-maximal effect
#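 Human placenta-derived ASM preincubated with compound 10 min at room temperature, then reacted with 9 uM (final) fluorogenic HMU-PC substrate for 60 min at 37 C. Stop solution raises pH to 10; fluorescence read at Ex 386/Em 447 nm.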
# TSHR antag: Antagonists of the Thyroid Stimulating Hormone Receptor: HTS campaign; Thyrotropin receptor (Homo sapiens), P16473; TSHR-expressing cells, TSH-stimulated cAMP HTRF, 2 h; stronger effect = lower value; activity change, negative = inhibition, % at 11.5 µM; 330,000 tested, 0.2% active; AID 504810, 2011;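 active = activity change below a set negative limit, meaning inhibition stronger than a set level, cut at about -70% in these data; inconclusive = activity change between two set negative limits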; note: % is set by controls: 0 for no effect and ±100 for the full control effect
#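 Read-out is FRET at 665 nm (cryptate excitation 337 nm) from a cryptate-tagged anti-cAMP antibody, competed by cell cAMP against cAMP-d2. Compounds are tested on freshly harvested TSHR cells challenged with 4nM TSH (EC80) for 2 hours at 37 deg C.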
# Mito fusion yeast: qHTS Assay for Small Molecule Inhibitors of Mitochondrial Division or Activators of Mitochondrial Fusion | S. cerevisiae fusion-defective mutant growth rescue, CellTiterGlo 48 h | 320,000 tested, 0.23% active | Potency, µM (top dose mostly 46.1 µM), without a hit: at the top dose growth rescue (activation), usual class: activators;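 note: potency is the fitted concentration of half-maximal effect; % of control where 0% means no effect; nearly all actives have a fitted effect of over 45% in size; temperature-sensitive fusion mutants such as fzo1-1 at 37 °C on non-fermentable ethanol glycerol medium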
#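 Compounds are tested for their ability to restore growth of mitochondrial fusion-defective yeast strains at non-permissive 37C in YPEG medium over 48 hours. Viability is quantified by luciferase luminescence.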
# TCR act: Activators of T cell receptors: qHTS campaign; primary human leukocytes, anti-CD3, IL-2 HTRF, 48 h; Potency, µM (highest dose often 9.22 µM), inactives show at the highest dose activation of IL-2 secretion, hits mostly activators; 330,000 tested, under 10 active; note: % of control where 0% means no effect
#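 Primary human leukocytes receive a-CD3 beads and test compound and are incubated 48 hr. Secreted IL-2 is then assayed by HTRF, measuring 665nm acceptor emission after 320nm excitation of the europium donor.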
# MBNL1 CUG block: qHTS Assay for Inhibitors of MBNL1-poly(CUG) RNA binding. TR-FRET MBNL1-His/biotin-(CUG)12 binding, 665/545 ratio. Potency, µM (top dose mostly 57.5 µM), for inactives: at the top dose activity change, negative = inhibition, hits mostly inhibitors. 280,000 tested, 0.036% active. AID 2675, 2010; active = well fitted inhibition curve with a large enough effect in the signal ratio, with a control signal flat, not every such curve was filed as active; inconclusive = small, poorly fitted or top-dose-only effect, or effect the other way, or a change in a side signal; inactive = no such curve, though single readings can be large or run the other way; the % refers to the signal ratio; note: potency is the fitted concentration of half-maximal effect; % is set by controls: 0 for no effect and ±100 for the full control effect
#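 TR-FRET readout: Ex 340 nm, 665/545 nm emission ratio, normalized to buffer-only (basal) and MBNL1-(CUG)12 controls. Complex of MBNL1-His with Biotin-(CUG)12, compounds 92 nM–58 uM, incubated 60 min at room temperature.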
# CXXC DNA block: qHTS Fluorescence Polarization Assay for Inhibitors of MLL CXXC domain - DNA interaction. Histone-lysine N-methyltransferase 2A (Homo sapiens), Q03164. 290,000 tested, 0.037% active. Potency, µM (highest dose often 115 µM), without a hit: at the top dose activity change, negative = inhibition, usual class: inhibitors. AID 2662, 2010. MLL-CXXC / FITC-HOXA9 DNA fluorescence polarization; active = well fitted inhibition curve with a large enough effect in the polarisation, with a control signal flat, not every such curve was filed as active; inconclusive = small, poorly fitted or top-dose-only effect, or effect the other way, or a change in a side signal; inactive = no such curve, though single readings can be large or run the other way; the % refers to the polarisation; note: potency is the fitted concentration of half-maximal effect
#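 Purified MLL-CXXC (added from a 7 uM solution) was preincubated 5 min at ambient with pinned compounds in 50 mM Tris-HCl pH 7.5, 50 mM NaCl, 1 mM DTT, 0.05% BSA. Fluorescein-labeled HOX-A9 DNA (50 nM solution) followed, 30 min, then polarization read.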
# PTAP TSG101 blk: qHTS Assay for Iinhibitors of HIV-1 Budding by Blocking the Interaction of PTAP/TSG101. Tumor susceptibility gene 101 protein (Homo sapiens), Q99816. Potency, µM (series often up to 115 µM), inactives show at the highest dose activity change, negative = inhibition, actives largely listed as inhibitors. AID 493005, 2010. Fluorescence polarization, FITC-PTAP peptide / Tsg101 binding. 340,000 tested, under 10 active; active = well fitted inhibition curve with a large enough effect in the main read-out, with a control signal flat, not every such curve was filed as active; inconclusive = small, poorly fitted or top-dose-only effect, or effect the other way, or a change in a side signal; inactive = no such curve, though single readings can be large or run the other way; note: potency is the fitted concentration of half-maximal effect; % of control where 0% means no effect
# Target sequence (Q99816 whole entry, looked up): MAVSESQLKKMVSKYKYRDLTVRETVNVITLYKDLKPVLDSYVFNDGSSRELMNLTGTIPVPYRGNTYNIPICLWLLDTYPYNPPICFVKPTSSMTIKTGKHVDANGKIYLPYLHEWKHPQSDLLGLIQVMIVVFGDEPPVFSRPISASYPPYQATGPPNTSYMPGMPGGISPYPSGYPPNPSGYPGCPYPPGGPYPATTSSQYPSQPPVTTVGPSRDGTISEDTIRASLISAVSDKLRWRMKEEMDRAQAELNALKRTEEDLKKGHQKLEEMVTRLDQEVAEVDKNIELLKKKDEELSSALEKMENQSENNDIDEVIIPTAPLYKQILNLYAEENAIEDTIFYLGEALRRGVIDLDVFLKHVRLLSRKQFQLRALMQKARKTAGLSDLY
#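 Steps: Tsg101 binding domain dispensed (10 uM final), compounds pinned in DMSO, FITC-labeled PTAP-motif peptide added (50 nM final); after 20 min binding at room temperature, polarization measured.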
# Starred values were filed as active, the others as inactive; ? = inconclusive; · = no result given; [ ] = remark or other dose. Unless noted, calls come from the whole dose curve; as a rule, active = well fitted curve in the direction sought with a large enough effect; inconclusive = small, poorly fitted or top-dose-only effect, or another doubt; inactive = no such curve, though single readings can be large; an effect the other way counts as inactive or inconclusive. A portion of the library, so the mix of outcomes need not match the whole.
SMILES,AT treatment,Menin-MLL TR inh,Integrin act MD,S-ASM inh,TSHR antag,Mito fusion yeast,TCR act,MBNL1 CUG block,CXXC DNA block,PTAP TSG101 blk
CC(=O)Nc1ccc(/C=C(\C#N)C(=O)NC2CCCCC2C)cc1 (configuration not stated),-1%,-1%,3%,2%,-6,-3%,4%,·,-10%,-4%
Cc1ccc(NCCC(=O)c2cccc([N+](=O)[O-])c2)cc1,-5%,16%,-36%,0%,0,-5%,-9%,?,14%,0%
CC1CCCCN1CCn1cnc2c([nH]c3ccccc32)c1=O (configuration not stated),4%,-2%,-9%,-4%,-2,-6%,2%[46.1 µM],-17%,-6%,-4%
Cc1ccc(OCC(=O)NNC(=O)c2ccco2)c(C)c1,6%,-1%,0%,4%,-7,0%,4%,4%,-6%,-1%
CCSc1nnc(-c2cccnc2)n1-c1ccc(Cl)c(C)c1,-1%,-11%,-15%,1%,4,3%,-14%,-9%,15%,-9%
NC(=O)C1CCN(Cc2nc3cc(C(F)(F)F)ccc3c(=O)[nH]2)CC1,11µM*,·,·,·,-3,-15%,4%,6%,-6%,·
CC1CCC(NC(=O)COC(=O)C2=NN(c3ccccc3)C(=O)CC2)CC1 (configuration not stated),-7%,·,16%,5%,12,-3%,-3%,·,·,0%
CCN(CC)C(=S)Nc1ccc(C(=O)OC)cc1,5%,0%,13%,-8%,1,1%,-4%,-4%,2%,2%
CC(C)C(NC(=O)c1ccco1)C(=O)OCC(=O)NCCc1ccccc1 (configuration not stated),-7%,·,22%,-3%,14,0%,2%,·,·,-6%
Cc1ccc(NC(=O)C2CCCN2S(=O)(=O)c2cccc3cccnc23)c(C)c1 (configuration not stated),-3%,·,-20%,-5%,-3,-29%,3%,0%,7%,-4%
O=C(O)CSCC(=O)Nc1cccc2ccccc12,-5%,10%,1%,-1%,2,1%,6%,3%,3%,-5%
O=C(N/N=C/C1C(c2ccccc2)C1(Cl)Cl)c1cccc(Cl)c1 (configuration not stated),-4%,?,10%,-8%,0,1%,8%[46.1 µM],-1%,-4%,-3%
COc1ccc(-c2nn(-c3ccccc3)cc2C(=O)N2CCN(S(=O)(=O)c3ccccc3[N+](=O)[O-])CC2)cc1,·,·,-6%,0%,·,·,-30%,·,·,-2%
C=CCNC(=S)Nc1sc2c(c1C(=O)OCC)CC(C)(CC)OC2 (configuration not stated),-2%,3%,-2%,3%,-1,1%,-1%[46.1 µM],·,-13%,-3%
COc1ccc(C=NNc2ccc([N+](=O)[O-])cn2)cc1,·,·,4%,-3%,·,·,1%,·,·,1%
CC1CCc2nc(N)c(C#N)c(-c3ccncc3)c2C1 (configuration not stated),-9%,5%,24%,29%,-8,0%,3%,-4%,-3%,-4%
O=C(CCn1cnc2ccccc2c1=O)Nc1ccc(S(=O)(=O)N2CCCC2)cc1,·,7%,-3%,-1%,·,0%,1%,6%,2%,-3%
Cn1nc(-c2ccccc2)cc1NC(=O)c1cccs1,7%,·,8%,1%,4,7%,-1%,-4%,3%,-6%
O=C1NCCCc2c1no[n+]2[O-],-3%,21%,-10%,1%,1,2%,-1%,10%,-6%,-5%
COc1cc([N+](=O)[O-])c2nccnc2c1,0%,27%,-15%,-2%,-13,0%,5%,?,4%,1%
COc1ccc(OC)c(NC(=O)NNC(=O)COc2ccc(-c3ccccc3)cc2)c1,0%,·,-6%,-4%,17,-3%,2%,0%,3%,-1%
CCN(CC)C(=O)[C@H]1C[C@H](CC(=O)NC/C=C(\C)CCC=C(C)C)C(=O)N2CCc3c([nH]c4cc(-c5ccco5)ccc34)[C@]12C,-1%[11.5 µM],·,-41%,?,-10,·,-6%[46.1 µM],·,·,-3%
Cc1cccc(Cn2ccc(-c3ccc(Cl)cc3)c(C#N)c2=O)c1,3%,?,25%,20%,7,2%,5%,-5%,15%,-2%
O=S(=O)(Nc1cccc2ncccc12)c1cccc(C(F)(F)F)c1,-5%,·,-29%,-1%,-40,6%,·,·,·,-2%
O=C(O)CSc1nnc(-c2ccc3c(c2)OCO3)n1-c1ccccc1,2%,16%,-30%,0%,-7,-2%,-6%,-2%,-5%,-3%
# Next section.
SMILES,AT treatment,Menin-MLL TR inh,Integrin act MD,S-ASM inh,TSHR antag,Mito fusion yeast,TCR act,MBNL1 CUG block,CXXC DNA block,PTAP TSG101 blk
Cc1nnc(SCC(=O)Nc2nc(-c3ccccc3)cs2)n1N,-8%,2%,3%,1%,18,2%,8%,-3%,-4%,-12%
CN(C(=O)COC(=O)c1ccc(S(=O)(=O)N2CCCC2)cc1)c1ccccc1,-2%,-1%,4%,4%,1,-6%,-16%,14%,14%,-2%
O=C(CCn1c(=O)c2ccccc2n(CC(=O)NC2CCCC2)c1=O)NCc1ccco1,1%,·,-6%,-1%,-7,-2%,·,2%,7%,-6%
COc1ccc(CCNC(=O)c2ccc(CS(=O)(=O)Cc3cccc(C)c3)o2)cc1OC,2%,·,?,-1%,-6,-1%,0%,-5%,-2%,-1%
Cc1ccc2nc(Cl)nc(-c3ccccc3)c2c1,-4%,6%,-1%,4%,-9,6%,-18%,11%,12%,-10%
O=[N+]([O-])c1ccc(S(=O)(=O)N2CCN=C2SCc2cccnc2)cc1,15%,5%,0%,3%,6,0%,12%,?,10%,1%
COc1ccc(N2CC(C(=O)N[C@H](C(=O)NC3CCCC3)C(C)C)CC2=O)cc1 (some centres not stated),-3%,·,5%,3%,14,-17%,2%,-6%,-1%,0%
CC(=O)Nc1ccc(NS(=O)(=O)c2ccc3c(c2)n(C)c(=O)n3C)cc1,1%,4%,12%,-3%,-3,0%,·,-6%,4%,-1%
Cc1cc(C)c(NC(=O)COC(=O)CSc2ccc(Br)cc2C)c(C)c1,-22%,1%,5%,0%,0,0%,-2%[46.1 µM],4%,7%,-3%
O=C(NCC(c1ccco1)N1CCOCC1)c1ccc(F)c(F)c1 (configuration not stated),-1%,·,-1%,-4%,-3,-1%,9%,·,·,-4%
S=c1[nH]nc(-c2cccnc2)n1-c1ccc2c(c1)OCCO2,3%[11.5 µM],0%,7%,10%,-14,1%,-1%,-6%,-4%,-2%
O=C(C1=C(O)C(=O)N(CC2CCCO2)C1c1ccc(Cl)cc1)c1ccco1 (configuration not stated),-4%,-4%,15%,0%,-4,-6%,-9%,9%,5%,-7%
CC(OC(=O)c1ccc2c(c1)C(=O)N(Cc1ccncc1)C2=O)C(=O)Nc1cccc(Cl)c1Cl (configuration not stated),-4%,-5%,-7%,2%,-23,3%,-5%[46.1 µM],13%,16%,4%
CC(=O)NC(CCCCNC(=S)NC1CCCCC1)C(=O)O (configuration not stated),-2%,7%,-7%,-6%,21,-2%,-1%,-11%,9%,-5%
Cc1ccc(C)n1-n1c(C)nc2sc(-c3ccccc3)cc2c1=O,-2%,-10%,-15%,-11%,-18,12%,0%,12%,4%,-11%
Cc1onc(-c2ccccc2Cl)c1C(=O)O/N=C(\N)c1ccccc1,7%,·,?,6%,-15,3%,4%,0%,-1%,-4%
Cc1onc(-c2c(Cl)cccc2Cl)c1C(O)c1ccccc1 (configuration not stated),11%,22%,25%,-2%,-29,6%,2%,-8%,-7%,-5%
O=C(Cn1c(=O)sc2ccccc21)Nc1ccccc1,·,11%,-9%,-3%,·,-2%,2%,-3%,2%,-4%
O=C1C(=O)N(CCCN2CCOCC2)C(c2ccc(F)cc2)/C1=C(\O)c1ccc2c(c1)OCCO2 (configuration not stated),0%,·,2%,-1%,38,-1%,-10%,15%,40%[activator],-6%
Cc1nc(-c2ccc(NS(C)(=O)=O)cc2)cs1,9%,13%,31%,-3%,0,-1%,3%,0%,0%,-4%
